# BAZ2B inh: blocks human BAZ2B. 360,000 tested, 4.4% active. Potency, µM (series often up to 114 µM), without a hit: at the highest dose activity change, negative = inhibition, hits mostly inhibitors. AID 504333. Q9UIF8. AlphaScreen BAZ2B-H3K14Ac peptide displacement; note: potency is the fitted concentration of half-maximal effect; % is set by controls: 0 for no effect and ±100 for the full control effect; nearly all actives have a fitted effect of over 60% in size
#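 BAZ2B 50 nM plus b-H3(5-23)K14Ac 50 nM, PBS pH 7.4/0.01% Tween-20, 30 min RT; compound added (max 110 uM), 30 min RT; streptavidin donor/Ni-chelate acceptor beads 10 ug/mL final, 20 min dark; AlphaScreen read.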
# ERG-DNA inh: inhibitors of human ERG Ets domain-DNA interaction; P11308; fluorescence polarization, His-ERG Ets domain / labelled DNA; Potency, µM (top dose mostly 76.9 µM), for the others: at the top dose FP activity, negative = inhibition, actives largely listed as inhibitors; 370,000 tested, 0.028% active; active = well fitted inhibition curve with a large enough effect in the polarisation, with a control signal flat; inconclusive = small, poorly fitted or top-dose-only effect, or effect the other way, or a change in a side signal; inactive = no such curve, though single readings can be large or run the other way; the % refers to the polarisation;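 note: polarization taken with two DNA probes labelled with fluorescein and Texas red; potency is the fitted concentration of half-maximal effect; % of control where 0% means no effect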
#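 His-tagged ERG Ets domain (1 uM in the protein solution; 300mM KCl, 50mM Tris-HCl, 1mM EDTA, 1mM DTT, pH 7.5) received compound, then a probe mix of 5 nM fluorescein-DNA and 100nM Texas-615-DNA. Fluorescence polarization was read for both dyes.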
# GLS inh: inhibitors of human glutaminase (GLS). O94925. GLS enzymatic activity, qHTS titration. Potency, µM (highest dose often 45.5 µM), for inactives: at the top dose activity change, negative = inhibition, hits mostly inhibitors. 410,000 tested, 0.21% active. AID 624170; note: potency is the fitted concentration of half-maximal effect; % is set by controls: 0 for no effect and ±100 for the full control effect
#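 Read-out is an Amplex red fluorescence increase coupled through glutamate oxidase and HRP, measured before and after 30 min room-temperature incubation. hKGA is in 45 mM KH2PO4 (pH 8.2) with 0.02% Tween-20; glutamine added as 1mM solution.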
# HP1b binding inh: inhibitors of HP1-beta chromodomain binding to methylated histone tails | P83916 | AlphaScreen HP1-beta / biotin-H3K9me3 peptide binding | Potency, µM (highest dose often 114 µM), without a hit: at the highest dose activity change, negative = inhibition, most hits filed as inhibitors | 390,000 tested, 0.56% active; note: potency is the fitted concentration of half-maximal effect; nearly all actives have a fitted effect of over 70% in size; inactives centre near 23
# Target sequence (P83916 whole entry, looked up): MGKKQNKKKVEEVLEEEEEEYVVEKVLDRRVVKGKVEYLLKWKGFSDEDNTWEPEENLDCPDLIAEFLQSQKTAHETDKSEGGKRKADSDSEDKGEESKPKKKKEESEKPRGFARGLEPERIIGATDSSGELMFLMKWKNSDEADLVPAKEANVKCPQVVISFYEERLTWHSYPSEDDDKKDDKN
#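 Compound inhibition of the preformed complex between 50 nM HP1-beta and 50 nM biotinylated H3K9me3 peptide was read by AlphaScreen. Buffer was PBS pH 7.4 with 0.01% Tween-20. Incubations ran 30 min at room temperature, with 10 ug/mL donor/acceptor beads.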
# Tb PGK inh: T. brucei PGK inhibition | PGK/GAPDH coupled, Kinase-Glo luminescence, 60 min | Potency, µM (highest dose often 57.5 µM), inactives show at the top dose activity change, negative = inhibition, usual class: inhibitors | 380,000 tested, 0.043% active | AID 602233; note: potency is the fitted concentration of half-maximal effect; % is set by controls: 0 for no effect and ±100 for the full control effect; nearly all actives have a fitted effect of over 60% in size
#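 Recombinant glycosomal PGK reaction used 1,3-bisphosphoglycerate generated in-well by GAPDH (100nM final) in 100mM TEA pH 7.6, 5mM MgCl2, 0.01% Tween-20. After 60 minutes at room temperature, ATP was read by Kinase-Glo Plus luminescence end-point.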
# JMJD2A Tudor: inhibitors of human JMJD2A Tudor domain; O75164; 390,000 tested, 4.4% active; AlphaScreen JMJD2A-Tudor / H3K4me3 peptide binding; Potency, µM (series often up to 114 µM), without a hit: at the highest dose activity change, negative = inhibition, hits mostly inhibitors; note: potency is the fitted concentration of half-maximal effect; % is set by controls: 0 for no effect and ±100 for the full control effect; nearly all actives have a fitted effect of over 50% in size
# PI4K2A block: inhibitors of human PI4K2A; Q9BTU6; purified PI4K2A, ADP-Glo luminescence, 1 h; stronger effect = lower value; activity change, negative = inhibition, % at 76.9 µM; 420,000 tested, 0.13% active; in the data active = activity change below about -50%; inconclusive = mostly about -30% to -49%;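 note: -100% = wells without enzyme as full effect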
# Target sequence (Q9BTU6 whole entry, looked up): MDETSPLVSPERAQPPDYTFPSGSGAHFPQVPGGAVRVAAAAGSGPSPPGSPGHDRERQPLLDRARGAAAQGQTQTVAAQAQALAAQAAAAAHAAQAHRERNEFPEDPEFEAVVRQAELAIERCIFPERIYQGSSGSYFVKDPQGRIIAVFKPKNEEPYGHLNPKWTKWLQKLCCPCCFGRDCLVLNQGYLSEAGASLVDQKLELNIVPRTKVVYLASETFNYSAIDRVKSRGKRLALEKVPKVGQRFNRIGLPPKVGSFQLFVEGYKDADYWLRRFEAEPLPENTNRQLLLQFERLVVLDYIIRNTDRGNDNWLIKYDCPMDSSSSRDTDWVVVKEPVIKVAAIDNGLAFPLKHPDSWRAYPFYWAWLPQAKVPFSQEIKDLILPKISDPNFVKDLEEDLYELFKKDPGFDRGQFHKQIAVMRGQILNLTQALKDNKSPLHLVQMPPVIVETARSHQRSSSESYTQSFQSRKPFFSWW
#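 PI4K2A activity was measured by ADP-Glo luminescence: enzyme (4 ug/mL stock) and phosphatidylinositol (1.2 mM stock) in Tris pH 7.5/MgCl2/EGTA/Triton X-100 buffer were reacted with ATP (300 microM stock) for one hour at ambient temperature.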
# G9a block: G9a (human) methyltransferase inhibition. Q96KQ7. AID 504332. Potency, µM (titrated, usually from 102 µM), without a hit: at the highest dose activity, negative = inhibition, actives largely listed as inhibitors. G9a H3K9 monomethylation, AlphaScreen, 2 h. 350,000 tested, 8.8% active; note: potency is the fitted concentration of half-maximal effect; % is set by controls: 0 for no effect and ±100 for the full control effect; nearly all actives have a fitted effect of over 75% in size
#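 AlphaScreen detection with an anti-monomethyl H3K9 antibody quantified product after a 2 h room-temperature reaction containing 500 nM biotinylated H3K9 peptide, 20 µM SAM and 20 nM enzyme, which had been preincubated 15 min with compound.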
# Pin1 inh: inhibitors of human Pin1; Pin1 FP peptide displacement, HiFluor488, 10 min; Potency, µM (doses to about 115 µM), inactives show top-dose activity, negative = inhibition, usual class: inhibitors; 390,000 tested, 0.009% active; AID 504891; active = well fitted inhibition curve with a large enough effect in the polarisation, with a control signal flat, not every such curve was filed as active; inconclusive = small, poorly fitted or top-dose-only effect, or effect the other way, or a change in a side signal; inactive = no such curve, though single readings can be large or run the other way; the % refers to the polarisation; note: potency is the fitted concentration of half-maximal effect; % is set by controls: 0 for no effect and ±100 for the full control effect
# Target sequence (Q13526 whole entry, looked up): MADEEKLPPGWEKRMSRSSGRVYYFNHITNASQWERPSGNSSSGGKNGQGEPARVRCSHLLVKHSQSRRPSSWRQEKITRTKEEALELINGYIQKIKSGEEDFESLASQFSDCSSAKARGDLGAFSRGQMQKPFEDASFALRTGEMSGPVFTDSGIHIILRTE
# Active calls of the source: *; i = inactive; ? = inconclusive; · = no result given; & = joins results of further samples; [ ] = remark or other dose. Unless noted, calls come from the whole dose curve; as a rule, active = well fitted curve in the direction sought with a large enough effect; inconclusive = small, poorly fitted or top-dose-only effect, or another doubt; inactive = no such curve, though single readings can be large; an effect the other way counts as inactive or inconclusive. The order is random; any-hit rate near 11%.
SMILES,BAZ2B inh,ERG-DNA inh,GLS inh,HP1b binding inh,Tb PGK inh,JMJD2A Tudor,PI4K2A block,G9a block,Pin1 inh
COc1cc(C=O)ccc1Oc1nc(Nc2ccc(F)cc2F)nc(N2CCOCC2)n1,?,16%,-4%,-21%,-6%,-16%[11.4 µM],1,?,7%
Cc1ccc(CCNC(=O)CCCn2nc(C)c3c(C)n(-c4ccccc4)nc3c2=O)cc1,-1%,2%,-1%,30%,-6%,-16%,-1,4%[59 µM],3%
C[n+]1cccc(O)c1SCc1ccccc1,6%,-9%,-3%,54%[activator],-1%,-17%,-2,-21%[2.33 µM],-23%
CCOC(=O)c1c(C)n(C)c2ccc(OC)c(NS(=O)(=O)CC)c12,7%,0%,7%,17%,-15%,-11%,-3,-15%,-2%
CC(=O)c1ccc(NC(=O)Cn2nc(N3CCN(c4ccccc4)CC3)ccc2=O)cc1,?,-1%,18%,-9%,-3%,-33%,4,-7%[59 µM],-2%
O=C(Cc1ccccc1)NCCCc1ccccc1,10%,0%,3%,43%[activator],-5%,-12%,-1,0%,3%
O=C(Nc1ccncc1)Nc1ccc(Cl)cc1,-9%,12%,-19%,52%[activator],i,0%,-5,·,-16%
COCc1cc(=O)n2[nH]c(-c3cccs3)cc2n1,-10%,-7%,9%,-17%,-4%,-14%,-12,3%,-2%
O=C(NCc1ccccn1)C1Nc2ccc(OC(F)(F)F)cc2C2C=CCC12 (stereo not drawn),·,-5%,6%,3%,-7%,-26%,-6,·,-1%
Nc1nc(-c2ccc(Cl)cc2)nn1C(=O)c1cccs1,0%,-3%,0%,24%,-8%,-11%,3,2%,-3%
COc1ccc(N2CCN(C(=O)CN3C(=O)COc4ccccc43)CC2)cc1,-4%,1%,0%,13%,3%,-15%,0,?,-9%
CN(C)CCCNc1cc(C(C)(C)C)nc2c(-c3ccccc3)cnn12,-9%,2%,10%,10%,-13%,-19%,-21,·,-2%
COCCNC(=O)c1ccccc1NC(=O)Nc1ccccc1,-1%,-3%,-1%,29%,-5%,-18%,-12,·,-4%
CNC(=O)NC(=O)CSc1ccc(S(=O)(=O)N2CCOCC2)cn1,-3%,-10%,-1%,47%[activator],-6%,2%,-5,?,-1%
CCn1cc2nc(SCC(=O)Nc3ccc(C)cc3)n(Cc3ccc(C)cc3)c(=O)c2n1,-19%,9%,-17%,25%,-9%,-20%,2,-4%[59 µM],31%[activator]
COc1ccccc1C(C)NCC(=O)Nc1ccccc1C(F)(F)F (stereo not drawn),-9%,1%,-3%,46%[activator],-16%,37%[activator],7,4%[59 µM],-2%
O=C(COc1ccc(Br)cc1)N1CCc2ccccc2C1,-1%,-12%,2%,63%[activator],-4%,10%,-25,40%[activator],-2%
CN(C)/C=C/C(=O)c1ccc(Cl)c([N+](=O)[O-])c1,-27%,-7%,-2%,15%,-6%,-30%,-3,?,-17%
COC(=O)CC(=O)CSc1nc2c(cc1C#N)CCCCC2,-5%,·,8%,32%,-3%,-15%,2,-22%[59 µM],6%
COc1ccc(CN2CCNC(=O)C2CC(=O)NC2CCCCCC2)c(F)c1 (stereo not drawn),-10%,-2%,1%,11%,-6%,-21%,2,·,0%
O=C(Nc1cccc(-c2ccc3nncn3n2)c1)C(F)(F)F,-1%,-9%,-3%,19%[57 µM],6%,0%,0,-2%,-4%
CC(C)CNC(=S)NNC(=O)c1csc2ccccc12,9%,-3%,4%,17%,0%,-11%,7,4%[59 µM],9%
Cc1ccc(O)c(Nc2ncnc3ccccc23)c1,-32%,-3%,11%,13%,8%,-19%,3,7%[59 µM],4%
Cc1ccc(N2CCN(S(=O)(=O)c3ccc4oc(=O)ccc4c3)CC2)cc1Cl,-7%,-3%,4%,-5%,i,-10%,0,-13%,6%
CCOC(=O)N1CCN(C(=O)c2cn(CC)c3ccc(S(=O)(=O)N4CCCC4)cc3c2=O)CC1,-1%,4%,1%,27%,8%,1%,-4,3%[59 µM],-2%
N=c1n(CCN2CCCCC2)c2ccccc2n1CC(O)COc1ccccc1 (stereo not drawn),-10%,-1%&1%,-2%&14%,43%&34%[activator],-10%,-1%,12&-3,14%[2.33 µM],0%
COC(=O)c1c(S(C)(=O)=O)nc(-c2ccccc2)[nH]c1=O,5%,-2%,3%,44%[activator],-9%,-11%,-10,-2%[59 µM],-3%
O=c1c2cn(Cc3ccccc3)c3ccccc3c-2nn1Cc1ccc(F)cc1Cl,2%,2%,-14%,10%,-9%,-1%,2,6%,1%
Cc1ccccc1OCC(O)Cn1c(N2CCN(c3ccccc3)CC2)nc2c1c(=O)[nH]c(=O)n2C (stereo not drawn),5%,-2%,-3%,11%,3%,-18%,5,?,-2%
Cn1c(N2CCN(C(=O)Nc3ccc(C(F)(F)F)cc3)CC2)nc2ccccc21,-6%,-1%,?,-1%,1%,?,0,-27%[2.33 µM],-7%
O=C(NC1CCN(C(=S)NCc2ccco2)CC1)c1ccc(F)cc1,5%,·,16%,-21%,·,?,1,3%[59 µM],-2%
COc1ccc(NC(=O)NCCc2c[nH]c3ccccc23)c(OC)c1,?,2%,0%,3%,-8%,-24%,3,-19%,-12%
O=C(CNC(=O)c1ccc2ccccc2c1)OCC(=O)N1CCN(S(=O)(=O)c2ccc3ccccc3c2)CC1,6%,-1%,4%,31%,-4%,-18%,0,-7%[59 µM],26%
CCOC(=O)c1nn2c(C(F)(F)F)cc(-c3ccc(OC)cc3)nc2c1Br,?,3%,-2%,12%,-20%,-20%,2,·,27%
COc1cc2nc(Nc3cccc(C)c3)nc(N)c2cc1OC,-14%,8%,-4%,22%,6%,-19%,-3,-47%[59 µM],5%
O=C(CCN1C(=O)/C(=C/c2ccccc2)SC1=S)N1CCCCCC1,-36%,5%,12%,-17%,3%,-32%,6,2%,-6%
O=C(OCc1ccccc1)N(CCF)c1cn(Cc2ccccc2)c(=O)n(Cc2ccccc2)c1=O,·,6%,-14%,14%[57 µM],9%,-14%,3,·,-7%
CC1(C)Cc2nc3sc4c(N(CCO)CCO)nnnc4c3cc2CO1,-22%,3%,4%,21%,i,-21%,3,10%,0%
C=CCn1c(SCn2nnc3ccccc3c2=O)nnc1-c1ccc(Br)cc1,-30%,2%,3%,25%,·,-19%,-3,?,-5%
C=CCNC(=O)c1ccc([N+](=O)[O-])c(Cl)c1,-18%,-2%,-16%,43%[activator],i,3%,4,2%[59 µM],0%
COc1cccc(C2=NOC(C(=O)NCc3ccco3)C2)c1 (stereo not drawn),-32%,-5%,4%,6%,-9%,-19%,4,-1%[12.7 µM],-1%
O=C(CN1CCN(c2ccccc2)CC1)Nc1ccc2c(c1)OCCO2,-18%,-4%,1%,2%,4%,-24%,1,-8%,-8%
CCn1c(SCC(=O)c2ccc(O)c(O)c2)nnc1-c1ccc(C)cc1,?,8%,25%,-10%,-14%,28µM*,14,10%[2.33 µM],-19%
Cc1ccc(C(=O)NCC(=O)Nc2ccc3c(c2)OCCO3)cc1,15%,6%,8%,19%,-6%,0%,1,1%[0.501 µM],12%
COCCN1CCN(c2cc(-c3ccccc3)nc3cc(-c4cccc(F)c4)nn23)CC1,26%,?,1%,94%[activator],6%,1%[11.4 µM],8,21%[59 µM],1%
CSc1ccccc1C(=O)C1CCCN(Cc2cnn(-c3ccccc3)c2)C1 (stereo not drawn),-37%,13%,2%,-10%,-3%,?,-1,?,0%

# An excerpt from above in order of formula weight, rising:
SMILES,BAZ2B inh,ERG-DNA inh,GLS inh,HP1b binding inh,Tb PGK inh,JMJD2A Tudor,PI4K2A block,G9a block,Pin1 inh
COc1cccc(C2=NOC(C(=O)NCc3ccco3)C2)c1 (stereo not drawn),-32%,-5%,4%,6%,-9%,-19%,4,-1%[12.7 µM],-1%
Nc1nc(-c2ccc(Cl)cc2)nn1C(=O)c1cccs1,0%,-3%,0%,24%,-8%,-11%,3,2%,-3%
COC(=O)c1c(S(C)(=O)=O)nc(-c2ccccc2)[nH]c1=O,5%,-2%,3%,44%[activator],-9%,-11%,-10,-2%[59 µM],-3%
CN(C)CCCNc1cc(C(C)(C)C)nc2c(-c3ccccc3)cnn12,-9%,2%,10%,10%,-13%,-19%,-21,·,-2%
O=C(CN1CCN(c2ccccc2)CC1)Nc1ccc2c(c1)OCCO2,-18%,-4%,1%,2%,4%,-24%,1,-8%,-8%
CNC(=O)NC(=O)CSc1ccc(S(=O)(=O)N2CCOCC2)cn1,-3%,-10%,-1%,47%[activator],-6%,2%,-5,?,-1%
CSc1ccccc1C(=O)C1CCCN(Cc2cnn(-c3ccccc3)c2)C1 (stereo not drawn),-37%,13%,2%,-10%,-3%,?,-1,?,0%
COCCN1CCN(c2cc(-c3ccccc3)nc3cc(-c4cccc(F)c4)nn23)CC1,26%,?,1%,94%[activator],6%,1%[11.4 µM],8,21%[59 µM],1%
Cc1ccccc1OCC(O)Cn1c(N2CCN(c3ccccc3)CC2)nc2c1c(=O)[nH]c(=O)n2C (stereo not drawn),5%,-2%,-3%,11%,3%,-18%,5,?,-2%
